Screening results: PubChem BioAssay, several laboratories
GSK3A inh = blockers of GSK3A enzyme activity – biochemical, luminescence, cell-free homogeneous, HTS, primary screen. GSK-3 alpha kinase, ADP-Glo luminescence, 60 min. inhibition, % at 10 µM. hit rate 0.1% among 320,000;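 in the data active = inhibition above about 50%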;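 also: GST-tagged GSK-3 alpha with peptide substrate and 25 µM ATP; 0% = DMSO neutral wells and 100% = GW8510 positive control wells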
Target sequence (P49840 whole entry, looked up): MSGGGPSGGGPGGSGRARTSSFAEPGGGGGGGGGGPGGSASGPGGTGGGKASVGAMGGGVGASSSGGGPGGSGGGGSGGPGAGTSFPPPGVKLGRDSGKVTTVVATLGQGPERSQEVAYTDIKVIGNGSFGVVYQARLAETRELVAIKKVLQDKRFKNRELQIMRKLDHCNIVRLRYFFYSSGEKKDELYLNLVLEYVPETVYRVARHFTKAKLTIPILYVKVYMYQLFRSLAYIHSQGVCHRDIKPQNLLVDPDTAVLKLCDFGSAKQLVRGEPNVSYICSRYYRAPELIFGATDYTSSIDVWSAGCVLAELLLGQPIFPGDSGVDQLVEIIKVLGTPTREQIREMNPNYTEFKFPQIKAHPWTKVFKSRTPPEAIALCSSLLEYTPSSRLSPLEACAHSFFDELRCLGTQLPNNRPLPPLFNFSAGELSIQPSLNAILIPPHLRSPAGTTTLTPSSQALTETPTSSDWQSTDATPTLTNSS
AI-2 QS mod = Vibrio harveyi AI-2 quorum sensing modulators, primary screen, JMH597 strain, luminescence/OD600 ratio; activity change, % at 7.5 µM; Vibrio harveyi JMH597 AI-2 luminescence/OD600 ratio, 9 h; stronger effect = lower value; strain lacks LuxN and CqsS sensors; 0 = neutral-control median; hit rate 0.4% among 300,000; in the data active = activity change below about -75%, passing the limit was not always enough;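 also: luminescence divided by OD600 gain over 9 h not by final OD600 alone; inactives centre near 13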
KLF5 inh = KLF5 expression inhibitors, primary screen, DLD-1 cells, luminescence; DLD-1 KLF5 promoter-luciferase reporter; inhibition, % at 5 µM; hit rate 0.23% among 290,000; AID 1700, 2009;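 active = inhibition above a per-plate limit of that plate's mean compound inhibition plus 3 SD, cut at about 60% in these data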;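 also: 0% = DMSO wells and 100% = LY294002 at 200 µM; higher means less KLF5 promoter-driven luciferase light; inactives centre near -14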
aSyn 5UTR inh = MLPCN primary screen, SNCA 5' untranslated region | inhibition, % (tested at 7.5 µM) | alpha-synuclein 5'UTR reporter, inhibitor activity | hit rate 0.82% among 300,000 | AID 1813, 2009; in the data active = inhibition above about 60%;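 also: H4 neuroglioblastoma cells stably carrying SNCA 5'UTR luciferase fusion; 0% = DMSO wells and 100% = positive control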
PolyA inhibitor = polyadenylation inhibitors in yeast reporter cells, primary screen, luminescence, S. cerevisiae. AID 1875, 2009. calls only at 12 µM. hit rate 0.02% among 300,000. S. cerevisiae SKY197-pL101 polyadenylation reporter, beta-gal luminescence; efflux-impaired pdr1/pdr3 knockout yeast; score 100 = 6 SD above DMSO;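 active = lowest replicate activity score at least 50, where 100 means six control SD above control mean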;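 also: yeast exposed to compound for 9 h at 30 °C; higher score means more reporter readthrough which indicates perturbed polyadenylation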
IEC-6 tox = cytotoxicity in IEC-6 intestinal epithelial cells, primary screen, cytotoxicity control for KLF5 inhibitor project, cell-based, luminescence | IEC-6 cytotoxicity, luminescence viability | inhibition, % at 5 µM | hit rate 0.78% among 290,000 | AID 1825, 2009; in the data active = inhibition above about 22%;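 also: 0% = plate median of test compound wells and 100% = cytotoxic reference compound wells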
HSP90 refold inh = HSP90 inhibitors, primary screen, cell lysate, luminescence | Rabbit reticulocyte lysate, luciferase refolding luminescence, 3 h | inhibition, % at 5.6 µM | hit rate 0.91% among 290,000 | AID 1789, 2009;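 active = inhibition above the screen-wide mean plus 3 SD, computed separately per campaign, cut at about 16% in these data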;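 also: 0% = DMSO wells and 100% = 60 µM geldanamycin wells; inhibitors lower the luminescence because luciferase stays unfolded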
HSF1 activator = HSF-1 activators, primary screen, NIH3T3-HGL cells, MG132 stress, luminescence, single point; hit rate 1.7% among 300,000; NIH3T3-HGL HSF-1 luciferase reporter, 8 h; 100% = twice DMSO control signal; activation, % at 9 µM;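 active = mean replicate activation of at least 50% with a set share of replicates each reaching 50%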;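 also: 0% = median of the neutral control wells and 100% = twice that signal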
HSF1 inh = HSF1 inhibitors in luciferase reporter cells, primary screen, cell-based, NIH3T3, luminescence; NIH3T3-HGL HSE-luciferase, MG132-induced, luminescence 8 h; stronger effect = lower value; activity change, negative = inhibition, % at 7.5 µM (by protocol); hit rate 0.77% among 300,000; AID 2098, 2009;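 active = more than half of replicate wells show activity change below -50%, luminescence cut by over half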;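 also: luciferase reports HSF-1 transcriptional activity via heat shock element; 0% = median of DMSO wells and -100% = zero luminescence signal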
GSK3B inh = human GSK3beta kinase inhibitors, primary screen, biochemical, cell-free homogeneous, HTS. Glycogen synthase kinase-3 beta (Homo sapiens), P49841. GST-GSK3beta kinase, ADP-Glo luminescence, 60 min; stronger effect = lower value. activity score (negative = inhibition), % at 10 µM. hit rate 0.038% among 300,000. AID 2097, 2009;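 active = more than half of replicate wells score below -50%, meaning over 50% inhibition versus plate controls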;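 also: 0% = median DMSO wells and -100% = median GW8510 positive control wells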
Target sequence (P49841 whole entry, looked up): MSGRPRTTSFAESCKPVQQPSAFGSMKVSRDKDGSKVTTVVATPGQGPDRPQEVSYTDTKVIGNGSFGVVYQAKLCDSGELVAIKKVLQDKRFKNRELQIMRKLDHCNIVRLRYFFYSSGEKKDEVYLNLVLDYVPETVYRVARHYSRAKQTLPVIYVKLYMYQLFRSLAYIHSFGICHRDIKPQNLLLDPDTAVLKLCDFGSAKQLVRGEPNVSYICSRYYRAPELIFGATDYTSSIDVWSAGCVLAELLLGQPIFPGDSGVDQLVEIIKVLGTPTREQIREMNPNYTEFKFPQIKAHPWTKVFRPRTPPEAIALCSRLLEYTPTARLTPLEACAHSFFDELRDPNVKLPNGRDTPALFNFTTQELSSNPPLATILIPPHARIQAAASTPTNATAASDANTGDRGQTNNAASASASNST
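Assay system: GST-fused GSK3beta enzyme, cell-free / Medium: Tris pH 7.5 buffer with MgCl2, DTT, BSA, heparin / Also added: peptide substrate plus 25 µM ATP (final) / Compound: 10 µM single point / Timing: kinase reaction with compound 60 min at room temperature / Detection: ADP-Glo luminescence / Benchmarks: DMSO neutral wells and GW8510 at 20 µM as positive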
An asterisk follows results filed as active.

What do the screens show for `O=C(O)C1C2C=CC(C2)C1C(=O)NCc1ccoc1` (centres undefined)?
GSK3A inh: -0.6; AI-2 QS mod: 10.8; KLF5 inh: 35.6; aSyn 5UTR inh: 2.3; PolyA inhibitor: inactive; IEC-6 tox: 2.8; HSP90 refold inh: 0.7; HSF1 activator: -16.3; HSF1 inh: 1.0; GSK3B inh: -3.9

How did COc1cc2c(cc1OC)C(C)N(S(=O)(=O)c1cnc(Cl)c(Cl)c1)CC2 (centres undefined) do in these assays?
GSK3A inh: 0.2; AI-2 QS mod: 8.2; KLF5 inh: -26.1; aSyn 5UTR inh: 36.4; PolyA inhibitor: inactive; IEC-6 tox: 5.5; HSP90 refold inh: 2.6; HSF1 activator: 227.4*; HSF1 inh: 141.4; GSK3B inh: 3.8

What do the screens show for `COCC1CCCN(C(=O)c2ccc3oc(CCCc4ccccc4)nc3c2)C1` (centres undefined)?
GSK3A inh: 0.3; AI-2 QS mod: 3.4; KLF5 inh: -39.6; aSyn 5UTR inh: -29.2; PolyA inhibitor: inactive; IEC-6 tox: -4.6; HSP90 refold inh: -0.2; HSF1 activator: -2.4; HSF1 inh: 1.0; GSK3B inh: 3.2

How did COc1cccc(NC(=O)c2oc3ccccc3c2NC(=O)c2ccc3c(c2)OCO3)c1 do in these assays?
GSK3A inh: -3.8; AI-2 QS mod: 24.8; KLF5 inh: -18.8; aSyn 5UTR inh: -51.6; PolyA inhibitor: inactive; IEC-6 tox: 0.6; HSP90 refold inh: -4.0; HSF1 activator: 15.2; HSF1 inh: 11.1; GSK3B inh: 3.2

How did CN1CCN(S(=O)(=O)c2ccc(-c3ccccc3)cc2)CC1 do in these assays?
GSK3A inh: -5.4; AI-2 QS mod: 11.9; KLF5 inh: -32.5; aSyn 5UTR inh: 9.0; PolyA inhibitor: inactive; IEC-6 tox: -11.0; HSP90 refold inh: 2.2; HSF1 activator: 10.0; HSF1 inh: -10.4; GSK3B inh: -0.3

How did COc1ccc(CCC(=O)NCc2ccccc2Cl)cc1OC do in these assays?
GSK3A inh: -1.7; AI-2 QS mod: 5.0; KLF5 inh: -25.5; aSyn 5UTR inh: 17.3; PolyA inhibitor: inactive; IEC-6 tox: -3.6; HSP90 refold inh: 5.6; HSF1 activator: 4.0; HSF1 inh: -5.2; GSK3B inh: -2.4

What do the screens show for `CC(=O)c1cccc(NC(=S)NC(=O)CC(C)C)c1`?
GSK3A inh: 4.2; AI-2 QS mod: -1.9; KLF5 inh: -8.8; aSyn 5UTR inh: -52.2; PolyA inhibitor: inactive; IEC-6 tox: 9.5; HSP90 refold inh: 4.1; HSF1 activator: 6.1; HSF1 inh: -2.1; GSK3B inh: -4.4

What do the screens show for `CC1=CC(C)(C)N(S(=O)(=O)c2ccc(F)cc2)c2ccccc21`?
GSK3A inh: -3.4; AI-2 QS mod: 13.8; KLF5 inh: -20.9; aSyn 5UTR inh: -15.8; PolyA inhibitor: inactive; IEC-6 tox: -5.8; HSP90 refold inh: 2.4; HSF1 activator: -1.8; HSF1 inh: -9.3; GSK3B inh: 0.2

Results for C/C(=N/NC(=O)CN1CCN(S(=O)(=O)c2ccc(Br)cc2)CC1)c1cccnc1 ?
GSK3A inh: -1.7; AI-2 QS mod: 11.4; KLF5 inh: -2.5; aSyn 5UTR inh: 4.2; PolyA inhibitor: inactive; IEC-6 tox: 0.2; HSP90 refold inh: 4.3; HSF1 activator: 4.4; HSF1 inh: 0.1; GSK3B inh: -4.6

What do the screens show for `OC(COc1ccccc1)CN1CCN(Cc2ccc3c(c2)OCO3)CC1` (centres undefined)?
GSK3A inh: -2.9; AI-2 QS mod: 8.2; KLF5 inh: -5.3; aSyn 5UTR inh: 8.9; PolyA inhibitor: inactive; IEC-6 tox: 1.6; HSP90 refold inh: -1.2; HSF1 activator: -6.4; HSF1 inh: -3.8; GSK3B inh: 1.1

How did O=C1CC(c2ccccc2)CC(O)=C1C=NCCCO (centres undefined) do in these assays?
GSK3A inh: -1.3; AI-2 QS mod: -4.8; KLF5 inh: -0.3; aSyn 5UTR inh: 4.9; PolyA inhibitor: inactive; IEC-6 tox: -1.5; HSP90 refold inh: -3.1; HSF1 activator: -14.4; HSF1 inh: -2.2; GSK3B inh: 5.1

Results for COc1ccc(C(=O)Nc2nnc(SCC(=O)Nc3ccc(NC(C)=O)cc3)s2)c(OC)c1 ?
GSK3A inh: -0.4; AI-2 QS mod: 16.7; KLF5 inh: -96.6; aSyn 5UTR inh: -63.1; PolyA inhibitor: inactive; IEC-6 tox: -2.2; HSP90 refold inh: 12.2; HSF1 activator: -2.1; HSF1 inh: 8.7; GSK3B inh: -5.7

Results for O=C(NCSc1ccnc(SCNC(=O)c2ccc(F)cc2)n1)c1ccc(F)cc1 ?
GSK3A inh: -1.8; AI-2 QS mod: 11.5; KLF5 inh: -43.9; aSyn 5UTR inh: 3.3; PolyA inhibitor: inactive; IEC-6 tox: -5.0; HSP90 refold inh: -2.8; HSF1 activator: 2.5; HSF1 inh: 3.5; GSK3B inh: -3.6

What do the screens show for `CSc1ccc(CN(C)C(=O)c2cc(=O)[nH]c3ccccc23)cc1`?
GSK3A inh: 1.7; AI-2 QS mod: 9.5; KLF5 inh: -10.0; aSyn 5UTR inh: 20.2; PolyA inhibitor: inactive; IEC-6 tox: 3.3; HSP90 refold inh: 2.5; HSF1 activator: 1.5; HSF1 inh: 0.4; GSK3B inh: -0.3

How did Cc1cc(C(=O)Nc2ccc(Nc3ccccc3)cc2)ccc1[N+](=O)[O-] do in these assays?
GSK3A inh: -0.8; AI-2 QS mod: -10.3; KLF5 inh: -42.4; aSyn 5UTR inh: -40.0; PolyA inhibitor: inactive; IEC-6 tox: -1.9; HSP90 refold inh: -6.4; HSF1 activator: 20.8; HSF1 inh: 4.7; GSK3B inh: 1.7

How did COc1ccc(C2CC(c3ccc(Cl)cc3Cl)Nc3nc(N)nn32)cc1 (centres undefined) do in these assays?
GSK3A inh: -0.5; AI-2 QS mod: 8.1; KLF5 inh: 10.8; aSyn 5UTR inh: 5.2; PolyA inhibitor: inactive; IEC-6 tox: -4.3; HSP90 refold inh: 1.3; HSF1 activator: -11.1; HSF1 inh: -5.2; GSK3B inh: 0.7

What do the screens show for `CCOC(=O)CNC(=O)c1ccc(C#CC2(O)CCCCC2)cc1`?
GSK3A inh: 4.4; AI-2 QS mod: 12.0; KLF5 inh: -30.2; aSyn 5UTR inh: -1.2; PolyA inhibitor: inactive; IEC-6 tox: -2.5; HSP90 refold inh: -4.8; HSF1 activator: -0.7; HSF1 inh: -2.7; GSK3B inh: 0.2

What do the screens show for `CC(=O)Nc1c(C(=O)NCc2ccccc2)nnn1Cc1ccccc1`?
GSK3A inh: -1.6; AI-2 QS mod: 13.4; KLF5 inh: -37.5; aSyn 5UTR inh: -5.2; PolyA inhibitor: inactive; IEC-6 tox: -0.1; HSP90 refold inh: -0.9; HSF1 activator: -1.0; HSF1 inh: 2.1; GSK3B inh: 3.7

What do the screens show for `CCOc1ccc(C(=O)Nc2c3c(nn2-c2cccc(Cl)c2)CS(=O)C3)cc1` (centres undefined)?
GSK3A inh: -0.7; AI-2 QS mod: -4.5; KLF5 inh: -8.6; aSyn 5UTR inh: -9.5; PolyA inhibitor: inactive; IEC-6 tox: -2.7; HSP90 refold inh: 2.5; HSF1 activator: 16.1; HSF1 inh: 6.6; GSK3B inh: -2.5

Results for O=C(NNc1nc2ccccc2nc1C(F)(F)F)c1ccccc1 ?
GSK3A inh: -1.5; AI-2 QS mod: 8.7; KLF5 inh: -29.3; aSyn 5UTR inh: 14.4; PolyA inhibitor: inactive; IEC-6 tox: 4.4; HSP90 refold inh: 3.5; HSF1 activator: 19.6; HSF1 inh: 2.2; GSK3B inh: 1.4

Results for Cc1cc(C(=O)N2CCc3ccccc3C2)on1 ?
GSK3A inh: 1.9; AI-2 QS mod: 0.6; KLF5 inh: -16.1; aSyn 5UTR inh: -14.7; PolyA inhibitor: inactive; IEC-6 tox: 3.3; HSP90 refold inh: 2.8; HSF1 activator: 4.4; HSF1 inh: -1.0; GSK3B inh: 2.0

Results for O=C(CS(=O)(=O)c1ccc(F)cc1)N1CCOCC1 ?
GSK3A inh: -0.9; AI-2 QS mod: 5.0; KLF5 inh: -46.9; aSyn 5UTR inh: 16.6; PolyA inhibitor: inactive; IEC-6 tox: 1.2; HSP90 refold inh: -3.0; HSF1 activator: -13.3; HSF1 inh: -1.2; GSK3B inh: -2.4

How did O=C1CCC([N+](=O)[O-])C(c2ccc(Cl)cc2)N1 (centres undefined) do in these assays?
GSK3A inh: -8.4; AI-2 QS mod: 1.0; KLF5 inh: -29.7; aSyn 5UTR inh: -1.9; PolyA inhibitor: inactive; IEC-6 tox: 3.5; HSP90 refold inh: -0.8; HSF1 activator: -17.5; HSF1 inh: -17.5; GSK3B inh: 0.4

Results for Cc1ccc(-c2nc3ccccc3c(=O)o2)cc1 ?
GSK3A inh: 2.7; AI-2 QS mod: 15.9; KLF5 inh: -103.6; aSyn 5UTR inh: -84.1; PolyA inhibitor: inactive; IEC-6 tox: -0.9; HSP90 refold inh: -3.1; HSF1 activator: 26.4; HSF1 inh: 20.7; GSK3B inh: 2.7

What do the screens show for `CC(C)Cc1cc(C(=O)Nc2ccc3c(c2)OCO3)no1`?
GSK3A inh: -1.3; AI-2 QS mod: -49.5; KLF5 inh: -95.8; aSyn 5UTR inh: -183.8; PolyA inhibitor: inactive; IEC-6 tox: 2.5; HSP90 refold inh: -0.1; HSF1 activator: 15.7; HSF1 inh: 17.2; GSK3B inh: -1.5

Results for CC(=O)NS(=O)(=O)c1ccc(NS(=O)(=O)c2ccc(F)cc2)cc1 ?
GSK3A inh: -1.7; AI-2 QS mod: 9.2; KLF5 inh: 15.4; aSyn 5UTR inh: 7.0; PolyA inhibitor: inactive; IEC-6 tox: -6.7; HSP90 refold inh: 0.5; HSF1 activator: -11.5; HSF1 inh: -15.4; GSK3B inh: 0.4

The list is partial (hit frequency here may not be typical).
